RAD54 branch = inhibitors of human RAD54 branch migration, primary screen, biochemical, fluorescence, single point | DNA repair and recombination protein RAD54-like (Homo sapiens), Q92698 | RAD54 Holliday junction branch migration, FAM/BHQ fluorescence | inhibition, % at 10.4 µM | 360,000 compounds, 0.14% hits | AID 602329, 2012;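 active = mean normalized replicate activity at least 40 and at least half of replicates scoring 40 or more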;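 note: 0% = median of neutral control wells and 100% = median of positive control wells; inhibitors cause a drop in the FAM fluorescence signal; in these data hits start at about 50%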
ERp5 block = inhibitors of ERp5-driven insulin aggregation, primary screen, biochemical, turbidity, absorbance 650 nm, single point; 90 min; inhibition, % at 9.99 µM; 350,000 compounds, 0.05% hits;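 active = mean replicate inhibition above about 25%, with every replicate also reaching it, limit read from the data, passing the limit was not always enough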
Target sequence (Q15084 whole entry, looked up): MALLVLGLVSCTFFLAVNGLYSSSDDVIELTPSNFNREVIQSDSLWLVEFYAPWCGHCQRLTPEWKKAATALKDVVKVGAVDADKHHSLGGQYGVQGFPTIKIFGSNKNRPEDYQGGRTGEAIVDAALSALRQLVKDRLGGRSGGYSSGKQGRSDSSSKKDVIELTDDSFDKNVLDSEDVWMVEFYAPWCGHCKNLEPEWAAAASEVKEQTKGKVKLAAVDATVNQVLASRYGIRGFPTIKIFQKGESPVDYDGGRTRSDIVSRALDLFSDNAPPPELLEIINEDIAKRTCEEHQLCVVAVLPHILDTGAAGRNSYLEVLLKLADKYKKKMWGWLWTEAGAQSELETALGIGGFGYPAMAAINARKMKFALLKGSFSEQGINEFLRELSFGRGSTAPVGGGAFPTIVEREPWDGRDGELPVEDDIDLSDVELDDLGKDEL
S100A4 MyoIIA = inhibitors of S100A4-myosin IIA peptide binding, primary screen, biochemical, fluorescence polarization, TAMRA-MyoIIA peptide; Protein S100-A4 (Homo sapiens), P26447; inhibition, % at 10.7 µM; 360,000 compounds, 0.14% hits; AID 652163, 2013;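 active = mean inhibition of at least 70% across replicates, with every replicate also reaching that level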
Target sequence (P26447 whole entry, looked up): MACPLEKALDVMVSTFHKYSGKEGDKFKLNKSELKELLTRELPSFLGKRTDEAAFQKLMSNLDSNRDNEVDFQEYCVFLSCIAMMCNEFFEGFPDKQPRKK
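incubation = readout 5 min after mixing, signal stable up to 60 min | system = S100A4 monomer protein | buffer or medium = HEPES pH 7.2 with CaCl2, KCl, NaCl, DTT, Triton | benchmarks = neutral control DMSO, positive control TFP | also added = fluorescent myosin IIA peptide, 5 nM | compound dosing = one concentration per compound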
ERAP1 HTS inh = human ERAP1 aminopeptidase inhibitors, primary screen, biochemical, single point, plate reader; Endoplasmic reticulum aminopeptidase 1 (Homo sapiens), Q9NZ08; recombinant ERAP1, Leu-AMC fluorescence, 60 min; inhibition, % at 10.7 µM; 340,000 compounds, 0.15% hits; AID 652197, 2013;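 active = mean replicate inhibition of at least 30%, or all replicates individually reaching that 30% level; inactive = mean below 30% and not every replicate reaching it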;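 note: 0% = neutral control wells and 100% = L-leucinethiol positive control wells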
Xi reactivation = activators of inactive X chromosome reactivation, primary screen, imaging, XiGFP fibroblasts, GFP high-content imaging, set 2; activation, % at 7.58 µM; XiGFP mouse fibroblasts, % GFP-positive cells imaging, 3 d; cells co-treated with 5-aza-dC sensitizer; scaled so ellipticine positive control = 100%; 360,000 compounds, 0.055% hits;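 active = mean normalized replicate activation at least 10% and every replicate at or above 10%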;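 note: 0% = median of on-plate neutral control wells and 100% = ellipticine 6 µM median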
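Material: SV40-immortalized XiGFP fibroblast cells, line 68-5-11 | Buffer or medium: DMEM containing 5-aza-dC | Dosing: One concentration, pinned | Times: 3 d treatment, 15 min room-temperature fixation | Controls: Ellipticine 6 µM positive control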
RAD52 anneal inh = RAD52 DNA annealing inhibitors, primary screen, biochemical, FRET, single point, set 2 | DNA repair protein RAD52 homolog (Homo sapiens), P43351 | recombinant RAD52 DNA annealing, FRET fluorescence | inhibition, % at 18.7 µM | 360,000 compounds, 0.46% hits | AID 651710, 2012;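 active = every replicate showing at least 50% inhibition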
Target sequence (P43351 whole entry, looked up): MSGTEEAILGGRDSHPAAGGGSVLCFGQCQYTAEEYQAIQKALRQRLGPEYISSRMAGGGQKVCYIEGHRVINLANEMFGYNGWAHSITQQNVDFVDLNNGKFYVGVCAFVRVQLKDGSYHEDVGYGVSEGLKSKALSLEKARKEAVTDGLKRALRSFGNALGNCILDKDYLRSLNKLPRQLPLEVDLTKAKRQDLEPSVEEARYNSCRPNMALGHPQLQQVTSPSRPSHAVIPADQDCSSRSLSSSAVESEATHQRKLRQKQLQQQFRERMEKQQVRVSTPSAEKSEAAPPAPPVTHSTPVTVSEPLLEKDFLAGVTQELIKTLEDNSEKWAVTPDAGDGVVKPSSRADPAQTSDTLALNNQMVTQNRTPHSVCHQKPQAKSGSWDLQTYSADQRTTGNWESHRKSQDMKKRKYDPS
esBAF inh = Bmi1 luciferase reporter increase in mESCs, primary screen, esBAF inhibitor project, mouse ES cells, Bmi1 luciferase knock-in, single point | 350,000 compounds, 2% hits | reporter increase, % at 12.5 µM | 24 h; 100% = twice the neutral-well signal; in the data active = activation above about 40%;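 note: 0% = median of the plate's neutral control wells and 100% = double that signal; a rise in the Bmi1 reporter signal indicates esBAF inhibition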
E-sel inducer = E-selectin induction in HUVECs, primary screen, imaging, HUVEC, immunofluorescence imaging, single point; P16581; normalized: neutral wells 0, TNF-alpha wells 100; activation, % at 7.58 µM; 260,000 compounds, 0.37% hits; AID 686992, 2013;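 active = mean E-selectin-positive cell signal at least 10% of the positive control, reached in at least 60% of replicates, without over 20% cell loss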;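 note: in these data hits start at about 27%; measured in HUVEC primary endothelial cells; signal is the percent of cells scored E-selectin positive by PE staining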
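material = human umbilical vein endothelial cells (HUVEC), E-selectin induction | quantity = 3,000 cells/well | medium = EGM-2 growth medium on 0.1% gelatin-coated wells | technique = immunofluorescence imaging | read-out basis = % PE-positive cells | control set = TNF-alpha positive control, DMSO neutral control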
Active calls of the source: *; / = not tested or not shown; & = joins results of further samples.

smiles	ERp5 block	S100A4 MyoIIA	RAD54 branch	esBAF inh	RAD52 anneal inh	Xi reactivation	E-sel inducer	ERAP1 HTS inh
CCSc1ccc(-c2cc(NC=O)c3ncc(-c4cccc(C(=O)N(C)C)c4)n3c2)cc1	8	-20	-8	4	-16	-0.1	-2.2	1
CCOc1ccc(C(=O)NC(=S)Nc2cccnc2)cc1	5	1	/	/	-11	0.1	/	2
CO[C@H]1CN(C)C(=O)c2ccc(NC(=O)c3ccccc3)cc2OC[C@H](C)N(C)C[C@H]1C	1	11	3	-2	-12	0.3	-0.1	0
O=C(Nc1ccc(F)cc1)C(c1cccc(F)c1)N1CCN(CC(=O)N2CCCC2)CC1 (configuration not stated)	-3	-3	/	/	-11	0.0	0.1	/
COc1cc2nc(N(CCCN(C)C)C(=O)c3ccc(S(=O)(=O)N4CCc5ccccc54)cc3)sc2cc1OC	4	0	15	/	70*	-0.1	-0.6	1
Cc1ccccc1NC(=O)C(C)N1C(=O)c2ccccc2C1=O (configuration not stated)	-6	-4	5	-2	0	-0.1	/	-2
COc1ccc(S(=O)(=O)Nc2ccc3c(c2)C(=O)N([C@@H](C)CO)C[C@@H](C)[C@@H](CN(C)C(=O)CCC(F)(F)F)OCCCC[C@H](C)O3)cc1	-4	-38	-1	0	0	1.3	0.3	1
Cc1ccc(CN2CC(N3CCN(c4ccccn4)CC3)CS2(=O)=O)cc1 (configuration not stated)	2	-1	4	-4	-2	0.1	0.0	14
CCCNC(=O)CSc1nc2ccc(OCC)cc2s1	-9	-4	/	/	9	0.0	/	4
CCOC(=O)c1cnc2c3c(noc13)CCC2	3	-5	/	/	-24	0.0	-0.2	2

(more compounds)
smiles	ERp5 block	S100A4 MyoIIA	RAD54 branch	esBAF inh	RAD52 anneal inh	Xi reactivation	E-sel inducer	ERAP1 HTS inh
CCOc1ccc(NC(=O)c2cnc3scc(C)n3c2=O)cc1	2	0	-2	30	-12	0.0	0.3	4
CC(C)OC(=O)/C=C1\C[C@@H](c2ccccc2C(F)(F)F)O[C@@H](c2ccccc2C(F)(F)F)O1	-3	-8	/	/	-3	0.0	-4.8	/
Cn1c(N)c(N2CCCCC2)c(=O)n(CC(=O)Nc2cccc(C#N)c2)c1=O	2	1	-13	2	-4	0.2	-0.1	3
CCC(CC)c1nnc(NC(=O)C2CC(=O)N(CCc3ccc(OC)c(OC)c3)C2)s1 (configuration not stated)	4	-9	4	-9	-9	0.0	0.1	2
COc1ccc(NC(=O)Nc2ccc3c(c2)CC(=O)N([C@@H](C)CO)C[C@@H](C)[C@@H](CN(C)Cc2ccc(Cl)c(Cl)c2)O3)cc1	/	/	12	-5	/	-0.1	1.1	/
O=C(NC(c1ccc(F)cc1)c1ccc2ccccc2n1)C1CCN(Cc2ccc3ccccc3n2)CC1 (configuration not stated)	3	-2	-5	-10	4	0.1	0.3	5
CCc1ccc(C2=NNC(=Nc3cccc(S(=O)(=O)N(C)C)c3)SC2)cc1	5	-2	/	/	-19	0.3	/	3
Cc1cccc(C(=O)Nc2sc3c(c2C(=O)O)CCCC3)c1	1	-1	4	72*	-5	-0.1	0.8	7
Cc1noc(C)c1S(=O)(=O)Nc1ccc2c(c1)CC(=O)N([C@H](C)CO)C[C@@H](C)[C@@H](CN(C)S(=O)(=O)c1c(C)noc1C)O2	7	1	-7	-3	2	-0.6	-0.2	-1
O=C(/C=C/c1ccccc1)C1=C(O)C(=O)N(CCO)C1c1cccc([N+](=O)[O-])c1 (configuration not stated)	-1	3	-4	/	-4	0.0	-0.4	3

Continuation.
smiles	ERp5 block	S100A4 MyoIIA	RAD54 branch	esBAF inh	RAD52 anneal inh	Xi reactivation	E-sel inducer	ERAP1 HTS inh
CS(=O)(=O)Nc1ccc2c(c1)[C@@H]1C[C@H](CC(=O)NCc3ccccc3F)O[C@H](CO)[C@@H]1O2	-5	2	4	-1	9	-0.1	-0.5	0
C=CCOc1c(Cl)cc(CNCCCN2CCOCC2)cc1OC	2	-8	12	0	-4	0.0	/	-2
CN(c1ccccc1)S(=O)(=O)c1ccc(NC(=O)c2ccco2)cc1	-2	-9	/	19	-40	0.0	0.2	-4
O=C(NCCN1CCC(n2c(=O)[nH]c3ccccc32)CC1)N1c2ccccc2Sc2ccccc21	-5	2	/	/	40	-0.1	0.3	-13
CCOc1ccc(/C=N/OCC(=O)Nc2ccc3c(c2)OCO3)cc1	-1	1	4	6	-32	-0.1	/	1
O=C(CNC(=O)c1ccccc1F)NC1CCN(Cc2ccccc2)CC1	-5	-7	5	-1	-10	0.0	/	1
Cc1sc2ncnc(N3CCC(C(=O)Nc4nc5ccc(Cl)cc5s4)CC3)c2c1C	6	-6	-13	/	-26	0.2	/	5
O=C(CCCn1cncn1)N1CCCC(N2CCN(c3ccccc3F)CC2)C1 (configuration not stated)	4	-30	-3	-8	-9	0.1	/	3
CC(=O)c1cccc(-c2ccnc3c2CC(C(=O)NCc2ccco2)O3)c1 (configuration not stated)	-10	-1	-7	-2	-10	1.8	0.5	2
CC(C)c1ccc([C@@H]2O[C@H](CCc3ccccc3)CC3=C2C(=O)OC(C)(C)O3)cc1	-7	-6	/	/	7	0.9	-0.2	1

An excerpt from above in order of length of the SMILES, high to low.
smiles	ERp5 block	S100A4 MyoIIA	RAD54 branch	esBAF inh	RAD52 anneal inh	Xi reactivation	E-sel inducer	ERAP1 HTS inh
Cc1noc(C)c1S(=O)(=O)Nc1ccc2c(c1)CC(=O)N([C@H](C)CO)C[C@@H](C)[C@@H](CN(C)S(=O)(=O)c1c(C)noc1C)O2	7	1	-7	-3	2	-0.6	-0.2	-1
CC(C)c1ccc([C@@H]2O[C@H](CCc3ccccc3)CC3=C2C(=O)OC(C)(C)O3)cc1	-7	-6	/	/	7	0.9	-0.2	1
O=C(/C=C/c1ccccc1)C1=C(O)C(=O)N(CCO)C1c1cccc([N+](=O)[O-])c1 (configuration not stated)	-1	3	-4	/	-4	0.0	-0.4	3
O=C(NCCN1CCC(n2c(=O)[nH]c3ccccc32)CC1)N1c2ccccc2Sc2ccccc21	-5	2	/	/	40	-0.1	0.3	-13
Cc1sc2ncnc(N3CCC(C(=O)Nc4nc5ccc(Cl)cc5s4)CC3)c2c1C	6	-6	-13	/	-26	0.2	/	5
CC(=O)c1cccc(-c2ccnc3c2CC(C(=O)NCc2ccco2)O3)c1 (configuration not stated)	-10	-1	-7	-2	-10	1.8	0.5	2
O=C(CCCn1cncn1)N1CCCC(N2CCN(c3ccccc3F)CC2)C1 (configuration not stated)	4	-30	-3	-8	-9	0.1	/	3
O=C(CNC(=O)c1ccccc1F)NC1CCN(Cc2ccccc2)CC1	-5	-7	5	-1	-10	0.0	/	1
C=CCOc1c(Cl)cc(CNCCCN2CCOCC2)cc1OC	2	-8	12	0	-4	0.0	/	-2

Going on with the list.
smiles	ERp5 block	S100A4 MyoIIA	RAD54 branch	esBAF inh	RAD52 anneal inh	Xi reactivation	E-sel inducer	ERAP1 HTS inh
C[C@@H]1CN([C@H](C)CO)C(=O)c2cc(NC(=O)c3ccncc3)ccc2O[C@@H](C)CCCCO[C@@H]1CN(C)Cc1ccc2c(c1)OCO2	1	-10	-11	1	-1	0.3	0.0	1
COc1cc(-c2c(C(=O)c3ccccc3)[nH]c(N)c2C(N)=O)ccc1F	4	8	/	/	2	0.0	/	1
O=C(C1CCN(S(=O)(=O)c2cnc[nH]2)CC1)N1CCN(c2ccc([N+](=O)[O-])cc2)CC1	-5	0	-1	-3	-6	0.1	0.0	7
O=Cc1c(Cl)[nH]c(=O)n1-c1ccccc1	-3	0	3	/	-12	0.0	/	-2
C[C@H]1CN([C@@H](C)CO)C(=O)c2cc(-c3cccc(F)c3)cnc2O[C@H]1CN(C)Cc1cncnc1	-1	-5	-4	4	8	-1.3	-0.3	-4
O=[N+]([O-])c1cccc(COc2ccccc2CO)c1	0	0	/	/	-2	-0.1	-0.1	4
O=C(NCCCN1CCOCC1)C(=O)NCc1ccc(Cl)cc1	-3	2	/	/	5	0.0	-0.4	6
CCOc1ccc(-c2cc(C(=O)NCCCn3ccnc3)c3ccccc3n2)cc1	4	-2	/	/	-44	0.1	0.0	3
C[C@H]1CN([C@@H](C)CO)C(=O)c2cc(NS(=O)(=O)c3ccccc3)ccc2O[C@@H]1CN(C)Cc1ccccc1	2	1	9	-1	12	0.2	-0.4	0
C[C@H](CO)N1C[C@H](C)[C@@H](CN(C)C(=O)c2ccccc2)Oc2cc(C#C[C@@H](C)O)ccc2S1(=O)=O	-2&-3&-6	10&11&-4	1&-11&-6	-6&2&2	5&5&-6	0.0&0.1	-0.5	-1&0&-1

Additional results
smiles	ERp5 block	S100A4 MyoIIA	RAD54 branch	esBAF inh	RAD52 anneal inh	Xi reactivation	E-sel inducer	ERAP1 HTS inh
CCn1c(CNC(=O)c2cc(OC)c(OC)c(OC)c2)cc2cc(C)ccc21	6	15	-8	-14	-26	0.1	-0.1	3
COc1ccccc1CN(C)C(=O)c1cc(S(=O)(=O)N2CCCCCC2)ccc1OC	1	-22	3	0	-2	0.0	0.1	0
C[C@@H]1CCCCO[C@H](CN(C)C(=O)c2ccccc2)[C@@H](C)CN([C@H](C)CO)C(=O)c2cc(NC(=O)NC3CCCCC3)ccc2O1	1&-4	-3&55	5	4&-3	-16&7	0.1&0.1	-3.6	-1
Cc1ccc(CNC(=O)CCS(=O)(=O)c2ccc3c(c2)CC(C)N3C(=O)C2CC2)cc1 (configuration not stated)	-6	-1	-12	7	-4	0.0	/	-2
CC12CCC(=O)C=C1C(F)CC1C2C(O)CC2(C)C1CCC2(O)C(=O)CO (configuration not stated)	-1	-1	6	-16	-3	0.1	-0.1	-2
NC(=O)c1ccsc1NC(=O)COC(=O)CNC(=O)c1ccc(F)cc1	15	0	-4	1	-16	0.4	/	1
